4MU fluor: compounds fluorescent in 4-MU spectral region. compound autofluorescence, 340/450 nm, 4-MU equivalents; active compounds read high. max dye-equivalent concentration, M. 59,000 tested, 11% active. AID 589; in the data active = max dye-equivalent concentration above about 10 nM; inconclusive = mostly about 1.1 nM to 9.6 nM
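Intrinsic fluorescence at 340/450 nm (ex/em) was read after 15 min at room temperature in pH 8.0, 100 mM Tris. Each compound concentration expressed as 4-MU-equivalent concentration from a six-point 4-MU standard series on each plate.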
Epigenetic mod: epigenetic modulators derepressing GFP locus in mouse cells; 68,000 tested, 0.09% active; Potency, µM (series often up to 46.1 µM), without a hit: top-dose GFP derepression (activation); mouse C127i GFP locus derepression, cytometry, 30 h; AID 597; also: % of control where 0% means no effect
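Derepression screen: silenced CMV-GFP reporter in murine C127i cells, 30 h compound incubation at 37 C, washed cells imaged by laser-scanning cytometer to enumerate GFP-expressing objects of 20 to 120 um.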
CRE-bla Fsk: alters forskolin-stimulated CRE reporter signaling in CHO cells. Potency, µM (titrated, usually from 38.2 µM), inactives show at the highest dose activity change, negative = inhibition, actives largely listed as activators. CHO CRE-bla reporter (cAMP response element driving beta-lactamase), forskolin EC10, beta-lactamase ratio. 71,000 tested, 2.5% active; active = well fitted activation curve with a large enough effect in the signal ratio, with a control signal flat, not every such curve was filed as active; inconclusive = small, poorly fitted or top-dose-only effect, or effect the other way, or a change in a side signal; the % refers to the signal ratio; also: potency is read from the fitted curve at half-maximal effect; % of control where 0% means no effect
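Reporter-gene assay: CHO cells with beta-lactamase behind cAMP responsive elements, co-treated with compound and EC10 NKH 477 for 3 hours at 37 degrees Celsius. Activity came from the 460/530 nm CCF4 emission ratio.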
Ub-GFP proteasome: ubiquitin-GFP accumulation via proteasome inhibition | Ubiquitin-GFP reporter cells, proteasome inhibition, GFP fluorescence; response scale: untreated = 0%, 10 µM MG-132 = 100% | Potency, µM (titrated, usually from 45.9 µM), inactives show at the highest dose activation (GFP accumulation), most hits filed as activators | 67,000 tested, under 10 active; active = well fitted activation curve with a large enough effect, not every such curve was filed as active; inconclusive = small, poorly fitted or top-dose-only effect, or another doubt; inactive = no such curve, though single readings can be large or run the other way; also: potency is read from the fitted curve at half-maximal effect
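Proteasome blockade was scored as a rise in GFP-expressing U2OS cells carrying a ubiquitin(G76V)-GFP construct, imaged after 4 hr compound treatment at 37 °C across a 46 uM–2.9 nM series.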
Texas Red fluor: compounds fluorescent in Texas Red spectral region; 59,000 tested, 0.06% active; max dye-equivalent concentration, M; Compound fluorescence, Texas Red channel, 547/618 nm; active compounds read high; AID 587; in the data active = max dye-equivalent concentration above about 10 nM; inconclusive = between about 1.1 nM and that limit
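Fluorescence at ex 547/em 618 nm, normalized against an on-plate Texas Red standard series to give dye-equivalent concentration per compound concentration. Buffer 100 mM Tris, pH 8.0; 15 min RT incubation before CCD imaging.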
Luciferase inh: firefly luciferase inhibition; P08659; purified firefly luciferase, luminescence, 8 min; Potency, µM (series often up to 57.1 µM), inactives show at the top dose activity change, negative = inhibition, hits mostly inhibitors; 72,000 tested, 2.2% active; also: potency is read from the fitted curve at half-maximal effect; % is scaled to controls: 0 for no effect and ±100 for the full control effect; nearly all actives have a fitted effect of over 40% in size
Target sequence (P08659 whole entry, looked up): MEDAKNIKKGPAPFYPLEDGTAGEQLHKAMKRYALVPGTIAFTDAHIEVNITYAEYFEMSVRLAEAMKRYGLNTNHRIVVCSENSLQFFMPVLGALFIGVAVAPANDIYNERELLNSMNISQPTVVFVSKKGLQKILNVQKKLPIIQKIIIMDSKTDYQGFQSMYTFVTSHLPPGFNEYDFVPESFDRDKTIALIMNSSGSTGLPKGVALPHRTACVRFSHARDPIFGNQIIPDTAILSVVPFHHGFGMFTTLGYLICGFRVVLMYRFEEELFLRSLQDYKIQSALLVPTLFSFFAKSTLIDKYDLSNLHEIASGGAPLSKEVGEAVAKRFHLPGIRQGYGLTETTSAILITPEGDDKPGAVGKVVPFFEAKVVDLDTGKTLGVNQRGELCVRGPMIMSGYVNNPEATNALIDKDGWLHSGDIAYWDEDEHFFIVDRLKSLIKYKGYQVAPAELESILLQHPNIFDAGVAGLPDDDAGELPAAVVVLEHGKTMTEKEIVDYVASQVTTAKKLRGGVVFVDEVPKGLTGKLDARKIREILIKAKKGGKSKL
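Firefly luciferase (PKLight detection mix) with 10 uM ATP in pH 7.2 imidazole buffer (KCl, MgCl2, Tween 20, BSA). Compounds tested across a concentration series (qHTS). Luminescence read after 8 min at ambient temperature.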
HBB splice mod: modulators of hemoglobin beta chain splicing | HBB splicing reporter cell assay, activation; EGFP reporter with mutant IVS2-654 intron; response scale: normalised to 500 nM splice-correcting PNA | Potency, µM (series often up to 46.1 µM), inactives show top-dose activation, usual class: activators | 65,000 tested, 0.06% active; also: potency is read from the fitted curve at half-maximal effect; 0% is about no effect
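Compounds were applied for 2 days to HeLa EGFP-654 cells, 500/well in Optimem with 2% FCS. The reporter's EGFP is disrupted by mis-splicing of beta-globin intron IVS2-654. Readout: summed well GFP fluorescence from 488 nm laser scanning; reference was 500 nM antisense […] 654 PNA.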
A350 autofl: compounds fluorescent in Alexa 350 spectral region. Compound autofluorescence, 340/450 nm, Alexa 350 dye-equivalents; active compounds read high. max dye-equivalent concentration, M. 59,000 tested, 11% active. AID 590; in the data active = max dye-equivalent concentration above about 10 nM; inconclusive = mostly about 1.1 nM to 9.6 nM
ERK AVP block: vasopressin-driven ERK pathway inhibition; Potency, µM (highest dose often 57.5 µM), inactives show at the highest dose activity, negative = inhibition, most hits filed as inhibitors; HEK293-V1b, vasopressin-stimulated pERK AlphaScreen; 72,000 tested, 0.99% active; also: potency is read from the fitted curve at half-maximal effect; % is scaled to controls: 0 for no effect and ±100 for the full control effect; nearly all actives have a fitted effect of over 55% in size
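HEK293 cells stably expressing V1b receptor, preincubated 30 min at 37 °C with compound, then stimulated 5 min with 25 nM vasopressin. Phospho-ERK by AlphaScreen SureFire after 5 h RT; normalized to DMSO and vasopressin; AC50 by Hill fit.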
Hsp90 Hop PPI: changes Hsp90-Hop TPR2A binding signal, up or down; Potency, µM (titrated, usually from 57 µM), for inactives: at the top dose activity change, negative = inhibition; AlphaScreen TPR2A-His6 binding biotin-Hsp90 C-terminal peptide; 71,000 tested, 0.44% active; active = well fitted curve in either direction with a large enough effect; inconclusive = small, poorly fitted or top-dose-only effect, or another doubt; also: potency is read from the fitted curve at half-maximal effect; % is scaled to controls: 0 for no effect and ±100 for the full control effect; many of its hits are not listed in these tables
Fluorescein autfl: compound fluoresces in the fluorescein spectral region | Compound autofluorescence, 480/540 nm, fluorescein-equivalent; active compounds read high | max fluorescein-equivalent concentration, M | 59,000 tested, 0.91% active; in the data active = max fluorescein-equivalent concentration above about 10 nM; inconclusive = between about 1.1 nM and that limit
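Normalized response (dye-equivalent concentration) derives from comparing each well's 540 nm emission, under 480 nm excitation, with plate-resident fluorescein standards. Compounds were held in 100 mM Tris, pH 8.0, for 15 min at room temperature.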
The depositor's hits bear a star; i = inactive; u = inconclusive; x = no result given; [ ] = dose if it differs, or a comment. Unless noted, calls follow the shape of the dose curve; as a rule, active = well fitted curve in the direction sought with a large enough effect; inconclusive = small, poorly fitted or top-dose-only effect, or another doubt; inactive = no such curve, though single readings can be large; an effect the other way counts as inactive or inconclusive.

The line under a structure holds: CRE-bla Fsk, Texas Red fluor, ERK AVP block, 4MU fluor, Ub-GFP proteasome, Epigenetic mod, A350 autofl, Hsp90 Hop PPI, Luciferase inh, HBB splice mod, Fluorescein autfl
> CN(CC(=O)N1CCN(c2ccccn2)CC1)S(=O)(=O)c1ccc2ccccc2c1
 : u, u, u, i, 14.4%, 8.8%, i, -2.1%, 1.9%, -0.7%, i
> CCOCC(=O)NCc1ccc2c(c1)OCO2
 : -6.6%, i, 0.1%, u, 2.8%, 2.6%, u, u, 0.8%, -0.7%, i
> [O-]/[N+](=C\c1ccccc1)[C@@H]1CCCC[C@@H]1/[N+]([O-])=C/c1ccccc1
 : u, i, 2.1%, i, 1.7%, 2.1%, i, -0.6%, 2.1%, -1.8%[57.5 µM], u
> COc1ccc(Cl)cc1Nc1nc(NCCO)nc(N2CCCC2)n1
 : 11.6%, i, -14.8%, i, 5.3%, 0.0%, i, -1.1%, 2.5%, -0.1%[57.5 µM], u
> O=C(CN1CCN(S(=O)(=O)c2ccc(F)cc2)CC1)Nc1cccc(C(F)(F)F)c1
 : 15.0%, i, 10.1%, i, 0.0%, 1.0%, i, -0.7%, 0.0%, -1.0%, u
> CC(=O)c1cnc(N2CCCCC2)nc1C
 : 17.7%, i, -7.2%, i, 5.2%, 0.0%, i, -1.8%, -2.5%, -3.0%[57.5 µM], u
> Nc1c(S(=O)(=O)c2cccs2)c2nc3ccccc3nc2n1/N=C/c1cccc(O)c1
 : u, i, -23.7%, 7.42e-08M*, 0.0%, -2.6%, 7.32e-08M*, 4.6%, -3.9%, -2.2%, i
> Cc1ccnc(NC(=O)CCC(=O)N(CC(=O)NC2CCCCC2)c2cccc(C)c2C)c1
 : 14.8%, i, 9.1%, i, -6.1%, 3.7%, u, -0.3%, 0.4%, -4.1%, u
> CCCCN(CCCC)c1nc2ccccc2nc1C(C#N)C(=O)NCCCOC (stereo unspecified)
 : x, i, x, 3e-08M*, x, -3.8%[20.6 µM], 3.27e-08M*, x, 1.2%[25.5 µM], x, 5.73e-08M*
> CCCCCOC(=O)c1cc(=O)[nH]c2ccccc12
 : u, i, 31.8%[activator], 1.55e-08M*, 2.4%, 0.0%, 1.9e-08M*, 0.8%, 2.4%, -2.6%[57.5 µM], u
> COCCCn1c(SCC(=O)NC(C)(C)C)nnc1-c1ccccc1
 : -5.0%, i, -1.6%, i, -1.5%, 0.0%, i, -2.7%, -3.5%, x, i
> Cc1ccc2c(c1)[nH]c1c(=O)n(CCN3CCCCC3)cnc12
 : -12.8%, i, -0.9%, i, -7.1%, -2.2%, i, 2.3%, 1.7%, -3.0%[57.5 µM], i
> Cn1c(=O)c2c(ncn2CC(=O)N2CCOCC2)n(C)c1=O
 : -3.6%, x, -21.0%, x, 7.2%, -1.6%, x, u, 0.8%, -0.1%, x
> Cc1nc2c(c(=O)n1CC1CCCO1)c1nc3ccccc3nc1n2Cc1ccc2c(c1)OCO2 (stereo unspecified)
 : x, i, x, 1.78e-08M*, x, 5.9%[20.6 µM], 1.68e-08M*, x, 2.6%[25.5 µM], x, i
> COc1ccc(C(=O)NCCn2cc(SCC(=O)Nc3nnc(C)s3)c3ccccc32)cc1
 : -9.9%, i, 18.4%, u, 7.2%, 0.1%, u, -17.1%, -8.0%, -1.0%, i
> CCn1c(=O)n(CC(=O)NCc2ccco2)c(=O)c2ccccc21
 : 6.4%, i, -9.6%, i, 7.0%, 6.3%, i, -2.0%, 1.1%, 1.5%, i
> COCCn1c(=O)c(-c2cccs2)nc2cnc(Oc3ccc(OC)cc3)nc21
 : 10µM*, i, 4.4%, i, 6.0%, 0.0%[9.22 µM], u, 16.2%, 0.3%[11.4 µM], -0.3%, i
> Cc1ccc(CNC(=O)Cn2c(=O)oc3ccccc32)o1
 : -2.9%, i, -3.0%, i, 9.1%, 11.4%, i, -6.9%, -2.9%, -0.1%, i
> COc1cc(OC)c(C2C(C(=O)Nc3ccc(C)cc3C)=C(C)Nc3ncnn32)cc1OC (stereo unspecified)
 : 10.4%, i, 27.9%, i, 9.5%, 1.1%, i, -4.9%, -6.5%, -4.9%, i
> COc1ccc(C2CC(=O)c3cnc(NC(=O)c4ccccc4)nc3C2)c(OC)c1 (stereo unspecified)
 : u, u, -9.9%, i, 1.7%, 5.1%, i, -5.6%, -0.2%, 0.7%, i
> Cc1occc1C(=O)Nc1sc2c(c1C(N)=O)CCCCC2
 : u, i, -10.1%, 2.35e-08M*, 13.2%, 2.9%, 2.9e-08M*, -6.9%, 12.6µM*, 0.3%, u
> COCC(=O)N1CCC2(CC1)CCN(C(c1ccccc1)c1ccccc1)CC2
 : -5.1%, i, -22.4%, i, -11.1%, 7.0%[9.22 µM], i, -3.2%, -0.1%[11.4 µM], 2.7%, i
> COCCn1c(=O)c(-c2ccc(Cl)cc2)nc2cnc(Oc3ccc(OC)cc3)nc21
 : 8.5%, i, 2.4%, i, -2.0%, -2.7%[9.22 µM], i, 7.9%, 0.8%[11.4 µM], -1.5%, i
> CCCS(=O)(=O)N1CCC(C(=O)NCCCN2CCCC2=O)CC1
 : -1.3%, i, -2.6%, i, 18.5%, 4.1%, i, -3.8%, 0.1%, 0.3%, i
> COCCn1c(=O)cnc2cnc(OC)nc21
 : 9.8%, i, -20.4%, 5.85e-08M*, 1.1%, 2.2%[9.22 µM], 7.44e-08M*, -5.6%, 0.1%[11.4 µM], 0.4%, i
> O=C1CCc2cc(S(=O)(=O)NC(Cc3ccccc3)C(=O)NC3CCCCC3)ccc2N1 (stereo unspecified)
 : -5.8%, x, -1.5%, x, -15.1%, x, x, -4.3%[2.3 µM], 1.1%, 0.6%, x
> Cc1[nH]nc2c1C(c1ccccc1)C1=C(CC(C)(C)CC1=O)N2 (stereo unspecified)
 : u, i, 2.9%, 1.58e-07M*, 0.0%, -4.3%, 1.54e-07M*, -2.3%, -0.6%, -4.6%, i
> O=S(=O)(NCc1ccco1)c1ccc2c(c1)Cc1ccccc1-2
 : -1.1%, i, -24.9%, i, -1.3%, 13.4%, i, -3.5%, -0.9%, -0.6%, i
> Cc1cccc(NC(=O)Cn2c(=O)n3nc(CCn4nc(C)cc4C)nc3c3ccccc32)c1
 : -12.5%, i, 4.9%, i, 2.1%, 1.2%, i, 3.0%, 6.2%, -0.1%, i
> CC(Oc1ccc(Cl)cc1Cl)C(=O)NCc1ccncc1 (stereo unspecified)
 : 9.7%, x, -4.9%, x, -12.5%, -2.0%, x, -1.4%, 0.4%, -2.2%, x
> Cc1ccc(N2C(=O)c3sc4nnc(C)c(=O)n4c3C2=O)cc1
 : x, i, x, i, x, 4.8%[20.6 µM], i, x, 0.8%[25.5 µM], x, i
> Cc1nn(-c2ccccc2)c(Cl)c1C(=O)Nc1c(C)n(C)n(-c2ccccc2)c1=O
 : -15.5%, i, -4.3%, 1.65e-08M*, 0.0%, -1.0%, 1.67e-08M*, -0.9%, -1.4%, -0.1%[57.5 µM], i
> CCc1cc(C=C(Cl)Cl)oc(=O)c1C
 : 7.9%, x, -12.3%, x, 15.9%, -4.4%, x, 1.8%, 0.5%, -0.8%[9.22 µM], x
> CC(C)OC(=O)C1C2C=CC3(CN(Cc4cccs4)C(=O)C13)O2 (stereo unspecified)
 : -4.1%, i, -13.8%, i, -2.2%, 1.9%, i, -1.4%, 5.5%, x, i
> Cc1cc2ccccc2c[n+]1CC(O)C[n+]1cc2ccccc2cc1C
 : 16.5%[7.6 µM], i, -12.4%[11.5 µM], 1.01e-08M*, 0.5%[9.17 µM], 0.0%[9.22 µM], 1.03e-08M*, -0.2%[11 µM], -1.3%[11.4 µM], -0.3%[9.22 µM], u

No new results follow: entries from further up.
The line under a structure holds: CRE-bla Fsk, Texas Red fluor, ERK AVP block, 4MU fluor, Ub-GFP proteasome, Epigenetic mod, A350 autofl, Hsp90 Hop PPI, Luciferase inh, HBB splice mod, Fluorescein autfl
> CC(Oc1ccc(Cl)cc1Cl)C(=O)NCc1ccncc1 (stereo unspecified)
 : 9.7%, x, -4.9%, x, -12.5%, -2.0%, x, -1.4%, 0.4%, -2.2%, x
> Cc1ccc(N2C(=O)c3sc4nnc(C)c(=O)n4c3C2=O)cc1
 : x, i, x, i, x, 4.8%[20.6 µM], i, x, 0.8%[25.5 µM], x, i
> Cc1nn(-c2ccccc2)c(Cl)c1C(=O)Nc1c(C)n(C)n(-c2ccccc2)c1=O
 : -15.5%, i, -4.3%, 1.65e-08M*, 0.0%, -1.0%, 1.67e-08M*, -0.9%, -1.4%, -0.1%[57.5 µM], i

Screens deposited in PubChem by National Center for Advancing Translational Sciences (NCATS).

The list is partial; the hit share may differ from the screen's.
